# High-throughput results from PubChem.
# MCF10A rereplic = induces DNA re-replication in MCF 10a normal breast cells; MCF 10A DNA re-replication, Hoechst nuclear intensity, 48 h; 350,000 compounds, 2.9% hits; Potency, µM (doses to about 46.1 µM), for inactives: at the highest dose activity, positive = re-replication, hits mostly activators; note: % of control where 0% means no effect; nearly all actives have a fitted effect of over 50% in size
# TGFb inhibitor = blocks TGF-b signaling; Potency, µM (top dose mostly 46.1 µM), for the others: top-dose activity, negative = inhibition, hits mostly inhibitors; 410,000 compounds, 1.2% hits; AID 588855; HepG2 CAGA-GFP TGF-b/SMAD3 reporter, GFP fluorescence, 18 h; TGF-beta stimulated, 500 pg/mL final; note: % is set by controls: 0 for no effect and ±100 for the full control effect; nearly all actives have a fitted effect of over 65% in size
#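 Per well, imaged GFP fluorescence of HEPG2 CAGA-GFP cells gives the signal; cells get compound, then TGF-beta (500 pg/mL final), 18 h at 37 degrees C; %Activity versus -TGF-beta and +DMSO controls.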
# EPAC2 antagonist = EPAC2 (human) antagonism | Q8WZA2 | 360,000 compounds, 0.18% hits | EPAC2 GEF exchange of Rap1B-BODIPY-GDP, fluorescence | Potency, µM (doses to about 114 µM), for inactives: at the highest dose activity, negative = inhibition, actives largely listed as inhibitors; note: % is set by controls: 0 for no effect and ±100 for the full control effect; nearly all actives have a fitted effect of over 45% in size; many of its hits are not listed in these tables
# Target sequence (Q8WZA2 whole entry, looked up): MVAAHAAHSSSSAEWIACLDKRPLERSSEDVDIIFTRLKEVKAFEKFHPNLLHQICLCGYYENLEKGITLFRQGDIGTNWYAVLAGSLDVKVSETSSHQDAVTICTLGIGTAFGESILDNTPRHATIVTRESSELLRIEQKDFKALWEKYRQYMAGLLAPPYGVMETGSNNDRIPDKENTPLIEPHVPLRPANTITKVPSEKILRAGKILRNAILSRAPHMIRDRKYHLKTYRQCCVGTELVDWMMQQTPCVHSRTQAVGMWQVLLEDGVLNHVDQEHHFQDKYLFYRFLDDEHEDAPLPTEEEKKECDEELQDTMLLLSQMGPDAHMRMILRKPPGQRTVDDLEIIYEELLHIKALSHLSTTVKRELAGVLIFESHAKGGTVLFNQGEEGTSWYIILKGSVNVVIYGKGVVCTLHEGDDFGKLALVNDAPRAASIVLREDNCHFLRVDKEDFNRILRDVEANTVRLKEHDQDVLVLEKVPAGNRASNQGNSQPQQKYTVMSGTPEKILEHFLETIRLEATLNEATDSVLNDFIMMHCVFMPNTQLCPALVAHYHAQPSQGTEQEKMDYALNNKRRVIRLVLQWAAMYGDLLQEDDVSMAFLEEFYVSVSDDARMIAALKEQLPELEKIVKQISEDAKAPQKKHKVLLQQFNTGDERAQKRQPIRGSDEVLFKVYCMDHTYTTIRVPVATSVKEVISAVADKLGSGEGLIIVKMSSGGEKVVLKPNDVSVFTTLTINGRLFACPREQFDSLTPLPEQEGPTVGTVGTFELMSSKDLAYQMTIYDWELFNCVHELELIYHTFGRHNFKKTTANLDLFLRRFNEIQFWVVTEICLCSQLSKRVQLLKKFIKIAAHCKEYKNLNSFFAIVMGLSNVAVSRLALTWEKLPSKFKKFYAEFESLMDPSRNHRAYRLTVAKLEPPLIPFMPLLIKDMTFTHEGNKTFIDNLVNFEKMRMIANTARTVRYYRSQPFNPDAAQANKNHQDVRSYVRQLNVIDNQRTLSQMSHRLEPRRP
# HepG2 tox = HepG2 cytotoxicity, counter-screen for TGF-b inhibitors | HepG2 CAGA-GFP viability, ATP luminescence, 18 h | Potency, µM (top dose mostly 46.1 µM), inactives show at the top dose activity change, negative = cytotoxicity, most hits filed as cytotoxic | 410,000 compounds, 0.76% hits | AID 588856; note: some results filed as inactive show a strong effect at the top dose
#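 CellTiter-Glo luminescence gave cytotoxicity after 18 hours at 37 degrees C. The cells were HepG2 CAGA-GFP in 1% FBS DMEM, stimulated with 500 pg/mL TGF-beta after compound addition. %Activity was normalised to no-cell wells (complete cell-killing) and DMSO (no toxicity), and curves were fitted and classified.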
# ATXN viability = viability counter-screen for ATXN expression inhibitors | S2 cells (HEK-293 line with an ATXN2-luciferase reporter) viability, CellTiter-Fluor protease fluorescence, 24 h | Potency, µM (titrated, usually from 56.7 µM), most hits filed as cytotoxic | 400,000 compounds, 0.49% hits | AID 651635; note: nearly all actives have a fitted effect of over 40% in size
# Nrf2 block = Nrf2 pathway inhibition; A549 ARE-Fluc reporter, luciferase luminescence, 18-24 h; Potency, µM (doses to about 46 µM), without a hit: at the highest dose activity change, negative = inhibition, actives largely listed as inhibitors; 360,000 compounds, 2.1% hits; note: % is set by controls: 0 for no effect and ±100 for the full control effect; nearly all actives have a fitted effect of over 60% in size
#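 A549 ARE_Fluc cells, 5000/well, 5% FBS OPTI-MEM; compounds in dose-response, 18-24 h at 37 °C/5% CO2; CellTiter-Fluor viability read (Ex 405/Em 525), then BugLite luciferase luminescence = Nrf2 activity.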
# A549 tox = A549 cytotoxicity, counter-screen for Nrf2 inhibitors | A549 ARE-Fluc cells, CellTiter-Fluor viability, 18-24 h | Potency, µM (series often up to 46 µM), without a hit: at the highest dose activity change, negative = cytotoxicity, hits mostly inhibitors | 390,000 compounds, 0.16% hits | AID 504648; note: % is set by controls: 0 for no effect and ±100 for the full control effect
#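 A549 ARE_Fluc cells in 5% FBS OPTI-MEM were exposed to compounds in concentration-response for 18-24 h at 37 deg C. Viability was read by CellTiter-Fluor fluorescence (Ex 405/Em 525) after 30 min, before the luciferase read.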
# Nrf2 activator = Nrf2 pathway activation; AREc32 ARE-luciferase reporter (MCF7-derived line), luminescence, 24 h; Potency, µM (top dose mostly 46.1 µM), for the others: top-dose activation, most hits filed as activators; AID 624171; 410,000 compounds, 0.31% hits; note: % of control where 0% means no effect; nearly all actives have a fitted effect of over 65% in size
#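 Luminescent ARE reporter assay in AREc32_Fluc cells: overnight plating at 37 deg C, 24 hr compound incubation, Steady-Glo added, 30 min RT before reading.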
# ATXN2 expr inh = inhibitors of ATXN2 expression; HEK-293 ATXN2-luciferase reporter, luminescence, 24 h; Potency, µM (top dose mostly 57 µM), inactives show at the top dose activity change, negative = inhibition, actives largely listed as inhibitors; 360,000 compounds, 0.72% hits; AID 1745845; note: % is set by controls: 0 for no effect and ±100 for the full control effect; nearly all actives have a fitted effect of over 55% in size
#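 qHTS (up to 57 uM final) was run with 24 h compound exposure of reporter cells at 37 °C. Each well was multiplexed: SteadyGlo luminescence measured ATXN2-luciferase expression after a fluorogenic Gly-Phe-AFC viability readout (25 uM final).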
# Active calls of the source: *; i = inactive; ? = inconclusive; . = not tested or not shown; [ ] = dose if it differs, or a comment. Calls come from the whole dose curve; as a rule, active = well fitted curve in the direction sought with a large enough effect; inconclusive = small, poorly fitted or top-dose-only effect, or another doubt; inactive = no such curve, though single readings can be large; an effect the other way counts as inactive or inconclusive. Potency is the fitted concentration of half-maximal effect.
# The line under a structure holds: MCF10A rereplic | TGFb inhibitor | EPAC2 antagonist | HepG2 tox | ATXN viability | Nrf2 block | A549 tox | Nrf2 activator | ATXN2 expr inh
1) CC(C)(C)N(NC(=O)Nc1ccc(Cl)c(Cl)c1)C(=O)c1ccccc1
    ? | ? | -1.4% | -19.0% | ? | ? | ? | 7.1% | ?
2) Cc1nc(N)nc(Cl)c1CCC1OCCO1
    -13.3% | -5.6% | 0.3% | -8.4% | i | 1.6% | -2.7% | 2.7% | 1.3%
3) COc1ccc(S(=O)(=O)N(C)C)cc1NS(=O)(=O)c1ccc(F)c(F)c1F
    -0.2% | 23.2% | 14.6% | 7.2% | i | -3.4% | 1.4% | 3.5% | 1.8%
4) CCN(CC)S(=O)(=O)c1ccc(C(=O)NCCc2cc3c(OC)ccc(OC)c3[nH]c2=O)cc1
    ? | 6.4% | 2.8% | 6.2% | i | -7.9% | 1.2% | -0.8% | 0.2%
5) O=C(C[n+]1cccc(CNC(=O)c2ccc(OC(F)F)cc2)c1)Nc1cccc(C(F)(F)F)c1
    -8.7% | ? | 4.5% | 0.0% | i | 16.0% | -0.1% | 2.0% | 3.0%
6) CC(=O)c1ccc(N2C(=O)CC(N3CCN(S(=O)(=O)c4ccc(C)c(C)c4)CC3)C2=O)cc1 (configuration not stated)
    1.5% | -4.6% | -3.0% | -6.9% | i | -2.2% | 1.7% | -1.1% | -4.4%
7) COc1ccc(C(=O)n2cnc3ccccc32)cc1
    0.7% | -2.9% | 0.7% | -3.6% | i | -2.3% | -5.7% | -0.1% | -13.4%
8) Cc1cccc2sc(NC(=O)C3CCN(C(=O)c4ccco4)CC3)nc12
    16.1% | -20.6% | -5.7% | -13.2% | i | ? | 6.2% | ? | -19.8%
9) O=C(COC(=O)Cc1ccc(Cl)cc1Cl)Nc1ccccc1OC(F)F
    -3.3% | -11.4% | -1.4% | -18.2% | i | 8.1% | 1.3% | 0.3% | 4.1%
10) COC(=O)c1ccc(/C=C(/NC(=O)c2ccccc2)C(=O)N2CCOCC2)cc1
    1.2% | 3.0% | 4.6% | 0.8% | i | 4.9% | -3.9% | -0.1% | 11.4%
11) COC1=C(Nc2ccc(C)cc2)C(=O)c2ccccc2C1=O
    ? | ? | -16.8% | -89.3% | ? | 16.4µM* | ? | 0.6% | 5.1%
12) COc1ccc(S(=O)(=O)c2c(Nc3c(C)cccc3C)sc(C(=O)c3ccc(F)cc3)c2N)cc1
    . | ? | . | -3.3% | ? | . | -11.1% | 0.4% | -13.9%
13) CCN(C(=O)c1cc2c(s1)-c1ccccc1OC2)c1cccc(C(F)(F)F)c1
    . | 1.5% | . | -15.4% | i | ? | 18.1% | -0.2% | 5.7%
14) CCOc1ccc(N2C(=O)CC(NC3CCN(C(=O)c4cccs4)CC3)C2=O)cc1 (configuration not stated)
    -1.8% | -2.5% | 0.8% | 0.4% | i | 7.2% | -13.2% | 0.4% | 6.8%
15) CCOC(=O)C(C(=O)Nc1cccc(C)c1)C1CCCCC1 (configuration not stated)
    -4.1% | -2.7% | 3.1% | -5.1% | i | 0.2% | -1.8% | -0.1% | -4.8%
16) COc1ccccc1NC(=O)C1=C(C)NC(SCC(=O)c2ccccc2)=C(C#N)C1c1ccco1 (configuration not stated)
    ? | 0.0% | ? | -9.8% | i | -17.3% | -11.6% | 28.1% | 4.1%
17) O=C(Cn1nc(Cc2cccnc2)c2ccccc2c1=O)Nc1cc(F)ccc1F
    1.3% | 3.3% | 13.3% | 5.3% | i | -0.2% | -0.4% | 0.0% | 2.9%
18) Cc1cc(=O)n(C)c(=O)n1CCCNc1ccccc1
    26.5% | -21.8% | 5.2% | -23.5% | i | ? | -2.9% | 0.5% | -2.9%
19) Cc1ccc(Nc2nc(=O)[nH]nc2C)cc1
    -22.6% | 12.9% | -0.6% | 4.6% | i | . | 4.9% | -0.3% | 0.2%
20) Cc1ccc(CN2CC(C(=O)NCCC3=CCCCC3)CC2=O)cc1 (configuration not stated)
    11.1% | -13.5% | 0.2% | -22.9% | i | 2.4% | 5.1% | -0.3% | 2.2%
21) CCCOc1ccc(N/C=C/C(=O)C(C)(C)C)cc1
    -4.3% | -4.1% | -8.0% | 4.4% | i | ? | 9.5% | 8.1% | .
22) CCN(CC)S(=O)(=O)c1ccc(N2C(=O)Nc3ccccc3N2O)cc1
    0.6% | -20.7% | 1.2% | -0.7% | i | -18.5% | -3.0% | -0.5% | -1.3%
23) C/C(=N\NC(=O)c1nc2ccccn2c1C)c1ccco1
    -5.5% | ? | 1.1% | -19.3% | . | -18.8% | -1.9% | 7.2% | 45.6%[activator]
24) C#CCOc1c(Br)cc(/C=C2/C(=O)ON=C2C)cc1OCC
    4.3% | -10.4% | 5.6% | 6.0% | i | 4.2% | -4.5% | -0.4% | 0.7%
25) Cc1cc(C)cc(OCC(=O)Nc2ccc(S(=O)(=O)Nc3onc(C)c3C)cc2)c1
    . | -13.0% | . | -10.8% | i | 4.4% | 1.5% | -0.3% | 9.5%
26) CC(C)(C)c1ccc(/C=C2\SC(=O)N(CCNC(=O)c3cccc(S(=O)(=O)N4CCOCC4)c3)C2=O)cc1
    26.6% | 12.6µM* | 3.7% | -19.2% | ? | ? | -3.4% | -1.0% | -11.2%
27) CCCCCCCCn1c2c(c(=N)c3ccccc31)CCC2
    ? | ? | -0.9% | -22.0% | ? | 2.91µM* | ? | 16.7% | 7.52µM*
28) CCOC(=O)C1=C(C)N(CCCC(=O)O)C(=O)NC1c1ccc(Cl)cc1Cl (configuration not stated)
    8.6% | 59.8% | -7.7% | 15.0% | ? | -19.3% | 0.2% | 0.2% | 4.1%
29) Cc1nn(C(=O)CCC(=O)NCc2ccccc2Cl)c2ccccc12
    -0.9% | 13.1% | -4.6% | 2.0% | i | 1.8% | 4.4% | -0.4% | -1.0%
30) COc1ccc(S(=O)(=O)N2CCCCC2)cc1N(C)S(=O)(=O)c1ccccc1
    0.5% | -10.6% | ? | -32.9% | i | -6.1% | 13.4% | 0.2% | -10.0%

# Reprinted from the part before: six entries, then new ones.
# The line under a structure holds: MCF10A rereplic | TGFb inhibitor | EPAC2 antagonist | HepG2 tox | ATXN viability | Nrf2 block | A549 tox | Nrf2 activator | ATXN2 expr inh
25) Cc1cc(C)cc(OCC(=O)Nc2ccc(S(=O)(=O)Nc3onc(C)c3C)cc2)c1
    . | -13.0% | . | -10.8% | i | 4.4% | 1.5% | -0.3% | 9.5%
26) CC(C)(C)c1ccc(/C=C2\SC(=O)N(CCNC(=O)c3cccc(S(=O)(=O)N4CCOCC4)c3)C2=O)cc1
    26.6% | 12.6µM* | 3.7% | -19.2% | ? | ? | -3.4% | -1.0% | -11.2%
27) CCCCCCCCn1c2c(c(=N)c3ccccc31)CCC2
    ? | ? | -0.9% | -22.0% | ? | 2.91µM* | ? | 16.7% | 7.52µM*
28) CCOC(=O)C1=C(C)N(CCCC(=O)O)C(=O)NC1c1ccc(Cl)cc1Cl (configuration not stated)
    8.6% | 59.8% | -7.7% | 15.0% | ? | -19.3% | 0.2% | 0.2% | 4.1%
29) Cc1nn(C(=O)CCC(=O)NCc2ccccc2Cl)c2ccccc12
    -0.9% | 13.1% | -4.6% | 2.0% | i | 1.8% | 4.4% | -0.4% | -1.0%
30) COc1ccc(S(=O)(=O)N2CCCCC2)cc1N(C)S(=O)(=O)c1ccccc1
    0.5% | -10.6% | ? | -32.9% | i | -6.1% | 13.4% | 0.2% | -10.0%
31) Cc1ccc(S(=O)(=O)NCCN(CCNS(=O)(=O)c2ccc(C)cc2)S(C)(=O)=O)cc1
    -0.4% | -9.4% | -1.9% | -3.4% | i | 6.4% | -2.9% | 0.0% | 7.2%
32) COc1ccccc1NC(=O)CN(Cc1ccco1)C(=O)c1cncc(Br)c1
    2.1% | -20.0% | 4.8% | 4.2% | i | -13.8% | -5.0% | 0.0% | .
33) COC(=O)N/N=C(\C)c1ccc(C)c([N+](=O)[O-])c1
    2.6% | -1.2% | -1.6% | 1.3% | i | 7.1% | 8.5% | 0.3% | 11.5%
34) CCCCCCOc1ccc(N2C(=O)CC(N3CCN(C(=O)c4ccco4)CC3)C2=O)cc1 (configuration not stated)
    23.8% | -2.5% | 4.6% | 2.8% | i | -14.9% | -0.5% | -0.4% | -13.9%
35) COc1ccc(CCNC(=O)Cn2cc(S(=O)(=O)Cc3cccc(Cl)c3)c3ccccc32)cc1OC
    . | ? | . | 1.9% | . | 20.6µM* | ? | 0.9% | .
36) COc1cccc(NC(=O)CCN2C(=O)C3CC=CCC3C2=O)c1 (configuration not stated)
    -1.7% | -2.6% | 0.2% | -3.8% | i | 1.0% | 0.9% | 1.5% | 2.6%
37) C[C@H](N=C1NS(=O)(=O)c2ccccc21)C(=O)OCc1cc([N+](=O)[O-])cc2c1OCOC2
    -5.0% | ? | -0.8% | -21.8% | i | -18.6% | 0.6% | -0.1% | -24.4%
38) Cc1nnc(NC(=O)CCC(=O)N2CCN(S(=O)(=O)c3cc([N+](=O)[O-])ccc3C)CC2)s1
    6.4% | 6.3% | 2.4% | -0.4% | i | -12.6% | 4.6% | 0.1% | 7.8%
39) C=CCOc1cccc(/C=N/NC(=O)CN(c2cc(Cl)ccc2OC)S(=O)(=O)c2ccc(C)c([N+](=O)[O-])c2)c1
    6.7% | 17.6% | -1.8% | 3.2% | i | -5.6% | 15.2% | 0.4% | -25.5%
40) COc1cc(/C=N\n2cnnc2)ccc1OCC(=O)Nc1ccc(C)cc1
    -3.3% | 13.6% | 2.6% | -5.8% | i | 8.1% | -3.4% | -0.7% | 1.0%
41) COc1ccc(N2c3ccccc3CN(Cc3ccccc3)CC2Cc2cc(OC)c(OC)c(OC)c2)cc1 (configuration not stated)
    . | 6.7% | -5.1% | -10.7% | i | . | . | 0.3% | -1.2%
42) COc1cc(C2NC(=S)NC(c3ccccc3)=C2C(C)=O)cc(Cl)c1OCC(=O)O (configuration not stated)
    -21.1% | -2.1% | 0.8% | 8.8% | i | . | 0.9% | 3.2% | 1.6%
43) CCN(CC(=O)Nc1ccc(NC(C)=O)cc1)S(=O)(=O)/C=C/c1ccccc1
    -1.2% | -0.3% | -26.4% | -1.0% | i | -9.0% | 0.8% | -0.7% | 6.2%

# Some of the compounds tested; rates above refer to the full screens.
